SRC1 TRFRET art: TR-FRET detection interference compounds, primary screen, artefact control for PPARgamma SRC-1 recruitment agonists, biochemical, TR-FRET emission ratio. 99,000 compounds, 0.34% hits. TR-FRET ratio at 8 µM. TR-FRET detection artefact counter-screen; stronger effect = higher value; in the data active means TR-FRET ratio above about 2300; further: inactives centre near 1800
SRC3 TRFRET art: TR-FRET detection interference compounds, artefact control for PPARgamma SRC-3 recruitment agonists, biochemical, TR-FRET ratio; AID 1048, 2008; 99,000 compounds, 0.39% hits; TR-FRET ratio at 8 µM; TR-FRET artefact counter-screen, PPARgamma/SRC-3 format; stronger effect = higher value; in the data active means TR-FRET ratio above about 2000; further: inactives centre near 1600
* = called active by the depositor. These rows are one share of the data; count on the stated rates, not on these rows.

SMILES | SRC1 TRFRET art | SRC3 TRFRET art
CC(C(=O)OCC(=O)c1ccc([N+](=O)[O-])cc1)N1C(=O)C2C3CCC(C3)C2C1=O (centres undefined) | 1728 | 1457
CCCC(C)NC(=O)c1ccc(-c2ccccc2)cc1 (centres undefined) | 1760 | 1586
COc1cc(CC(=O)NNC(=O)c2cc(C)oc2C)cc(OC)c1OC | 1597 | 1476
COc1cc(/C=C2/C(=O)N(c3ccccc3)N=C2C)ccc1OS(=O)(=O)c1ccccc1 | 1807 | 1442
O=C(CN1CCN(CCN2C(=O)c3cccc4cccc(c34)C2=O)CC1)c1ccc(Cl)cc1 | 1991 | 1593
COc1ccc(/C=C/C(=O)Nc2ccc(-c3nnc4n3CCCCC4)cc2)c(OC)c1 | 1790 | 1354
COC(=O)C1=C(SC)N(c2ccc(OC)cc2)C(c2ccccc2)CC1=O (centres undefined) | 1952 | 1624
O=C(NCCOc1cccc2cccnc12)c1cccs1 | 1867 | 1570
COC(=O)c1cccc(Nc2ncnc3sccc23)c1 | 1698 | 1394
CCOCCn1c(COc2ccc(C)cc2)nc2ccccc21 | 1879 | 1685
CCOC(=O)c1c(NC(=O)c2c(C(=O)O)cccc2[N+](=O)[O-])sc(C)c1C | 1578 | 1372
CC(C(=O)NCCc1nc2ccccc2[nH]1)n1cc([N+](=O)[O-])cn1 (centres undefined) | 1909 | 1728
O=C(c1cc(F)ccc1F)C1CCCN(C(=O)c2ccc(F)cc2Cl)C1 (centres undefined) | 1580 | 1491
CCS(=O)(=O)N1N=C(c2cccc(NS(C)(=O)=O)c2)CC1c1ccc(C)cc1 (centres undefined) | 1572 | 1371
COc1cccc(C(=O)OCCCN(C)C)c1 | 2048 | 1549

Brought forward from above: 5 entries, followed by the next part.
SMILES | SRC1 TRFRET art | SRC3 TRFRET art
CCOC(=O)c1c(NC(=O)c2c(C(=O)O)cccc2[N+](=O)[O-])sc(C)c1C | 1578 | 1372
CC(C(=O)NCCc1nc2ccccc2[nH]1)n1cc([N+](=O)[O-])cn1 (centres undefined) | 1909 | 1728
O=C(c1cc(F)ccc1F)C1CCCN(C(=O)c2ccc(F)cc2Cl)C1 (centres undefined) | 1580 | 1491
CCS(=O)(=O)N1N=C(c2cccc(NS(C)(=O)=O)c2)CC1c1ccc(C)cc1 (centres undefined) | 1572 | 1371
COc1cccc(C(=O)OCCCN(C)C)c1 | 2048 | 1549
CC(CN(C)Cc1ccccc1)OC(=O)c1ccccc1F (centres undefined) | 1880 | 1752
CC(=O)c1ccc(OCCCC(=O)NC(C)c2ccc(S(N)(=O)=O)cc2)cc1 (centres undefined) | 1907 | 1627
CC1CCCCC1NC(=O)c1cc2c(s1)CS(=O)(=O)C2 (centres undefined) | 1799 | 1448
CC(=O)c1ccc(C(=O)N2CCC(CO)(Cc3cccc(C(F)(F)F)c3)CC2)cc1 | 1629 | 1616
Cc1cccc(/C=N/NC(=O)Cn2nc(C)cc2C)n1 | 1820 | 1682
O=C(CCSc1nnc(-c2ccccc2)o1)N1CCOCC1 | 1960 | 1698
CCO[C@H]1OC(C(=O)N2CCN(Cc3ccccc3)CC2)=C[C@@H](c2ccccc2)[C@@H]1CCCO | 1663 | 1526
CCCC1CCC(C(=O)n2nc(N)c3cc4ccc(OC)cc4nc32)CC1 (centres undefined) | 1942 | 1658
O=C1/C(=C\c2ccc(O)cc2)SC(=S)N1c1cccnc1 | 1609 | 1442
O=C1NC(=Nc2ccccc2)S/C1=C/c1cccnc1 | 1488 | 1641
N#C/C(=N\Nc1ccc(F)cc1)C(=N)N1CCCCCC1 | 2033 | 1708
Cc1ccccc1NC(=O)CN1C(=S)NC(C)(C)CC1C (centres undefined) | 1861 | 1503
CCCn1c(OC)nc2c1c(=O)n(C)c(=O)n2C | 1674 | 1443
N/C(Cc1cccc2ccccc12)=N\OC(=O)COc1ccccc1 | 1886 | 1562
COc1ccc(NC(=O)N2CCCCCC2)cc1 | 1732 | 1510
C=CS(=O)(=O)c1sc(Cl)c(N2CCOCC2)c1[N+](=O)[O-] | 1862 | 1450
CN(CCOCCOc1ccc(Cl)cc1Br)Cc1ccccc1 | 1623 | 1537
Cc1noc(C)c1C(c1ccccc1)S(=O)(=O)c1ccccc1 (centres undefined) | 2150 | 1445
Cc1cccc(NC(=O)Cn2cnc3c(oc4ccccc43)c2=O)c1C | 1515 | 1592
Cc1[nH]nc(-c2ccc(O)cc2O)c1Oc1ccccc1 | 1875 | 1550
CCOC(=O)CC1C(=O)NCCN1S(=O)(=O)c1ccc(Br)cc1 (centres undefined) | 1775 | 1677
N#CC1=C(N)C(C#N)(C#N)C2(C(=O)Nc3ccccc32)C2CCCC=C12 (centres undefined) | 2128 | 1713
CCOC(=O)c1sc(/N=C/N(C)C)nc1C | 1776 | 1599
COc1ccc(-n2nc(C(=O)Nc3nc4ccc(OC)cc4s3)c3ccccc3c2=O)cc1 | 1932 | 1644
Cc1cc(C(=O)O)c(CSc2ncn[nH]2)o1 | 1635 | 1585
O=C(NC(=S)N1CCN(c2ccc(F)cc2)CC1)c1cccs1 | 1841 | 1718
COc1ccc(NC(=S)Nc2cnc3ccccc3c2)c(OC)c1 | 1913 | 1569
Cc1ccc2[nH]c(C)c(CCNC(=O)NC3CCCCC3)c2c1 | 1765 | 1590
CC(C)c1ccc(OCc2ccc(C(=O)NN3CCN(C)CC3)o2)cc1 | 1901 | 1821
Cc1cccc(Nc2nnc(SCC(=O)N(C)C3CCS(=O)(=O)C3)s2)c1C (centres undefined) | 1825 | 1675

Looked up above.
Entry of COC(=O)C1=C(SC)N(c2ccc(OC)cc2)C(c2ccccc2)CC1=O (centres undefined) under SRC1 TRFRET art: 1952
Entry of Cc1[nH]nc(-c2ccc(O)cc2O)c1Oc1ccccc1 under SRC1 TRFRET art: 1875

Continued:
SMILES | SRC1 TRFRET art | SRC3 TRFRET art
O=C(NCc1ccncc1)c1cc2ccccc2nc1Cl | 1835 | 1689
O=C(O)C1C2CC2CN1C(=O)c1ccc(Cl)cc1 (centres undefined) | 1735 | 1657
CC(c1nc2ccccc2c(=O)[nH]1)N1CCOCC1 (centres undefined) | 1989 | 1555
Cc1cc(C)c(NC(=O)/C(=C/c2ccccc2)c2ccccc2)c(C)c1 | 1696 | 1622
CC1=CSC2=NC(=O)/C(=C\c3cccn3-c3ccc([N+](=O)[O-])cc3)C(=N)N12 | 1824 | 1658
COc1ccc(C2NC(=O)NC(C)=C2C(=O)Nc2cc(C)ccc2C)cc1OC (centres undefined) | 1803 | 1367
COc1ccc(OC)c(-n2c(Cn3c(-c4ccccn4)nc4ccccc43)n[nH]c2=S)c1 | 1964 | 1516
CN(C)S(=O)(=O)N1CCC(Oc2ccc(C(=O)NCC(C)(C)CO)cc2)CC1 | 1635 | 1453
O=C(Cc1ccc(Cl)cc1)Nc1ccc(NC(=O)c2cccs2)cc1 | 1600 | 1426
Cc1nc2ccccc2c(=O)n1/N=C/c1ccc(O)cc1O | 1620 | 1499
Cn1c(SCC(=O)Nc2cc([N+](=O)[O-])ccc2F)nnc1C(F)(F)F | 1681 | 1601
CC(C)(C)c1cc(NC(=O)c2ccco2)n(-c2ccccc2)n1 | 1828 | 1488
Nc1cccc(Oc2ccc([N+](=O)[O-])cc2)c1 | 1794 | 1725
CCCCC(=O)Nc1cccc(NC(=O)c2cccc([N+](=O)[O-])c2)c1 | 1893 | 1430
Cc1ccc([N+](=O)[O-])c2c1C(N1CCCC1)C(C)(C)O2 (centres undefined) | 1860 | 1742
CC(C)(O)C(=O)NNC(=S)Nc1ccc(F)c(Cl)c1 | 1534 | 1514
Cc1cc(C)cc(C(=O)NCC(=O)OCc2cc([N+](=O)[O-])cc3c2OCOC3)c1 | 1713 | 1647
COc1ccc(C2=NCCNC(C(F)(F)F)=C2)cc1 | 1893 | 1770
O=C(O)C(=O)/C(=C\c1ccc([N+](=O)[O-])cc1)c1ccc2ccccc2n1 | 1850 | 1530
Cc1nc([N+](=O)[O-])c(Br)n1CC(=O)c1ccc(F)cc1 | 2158 | 1603
CC(=O)c1cc(C#N)c(N2CCCCC2)nc1C | 1725 | 1472
Cc1c(C(=O)Nc2ccncc2)sc2nc(-c3ccccc3)cn12 | 1839 | 1727
Cc1ccc(OCC(=O)Nc2ccc(C)c(S(=O)(=O)N3CCCCCC3)c2)c([N+](=O)[O-])n1 | 2164 | 1829
CSc1nnc(C)c(=O)n1COC(=O)COc1ccccc1C | 1493 | 1454
COc1ccc(-c2nn3c(-c4ccccn4)nnc3s2)cc1OC | 1928 | 1772
COC(=O)c1c(NC(=O)CN2CCN(c3ccccc3Cl)CC2)sc(C)c1C | 1716 | 1487
Clc1ccc2[nH]c3c(NCCN4CCOCC4)ncnc3c2c1 | 1753 | 1748
CCCCCCC1CCC(C(=O)N2CCOCC2)CC1 (centres undefined) | 1978 | 1817
Cc1cc(Cl)c2ccccc2n1 | 1505 | 1427
COc1cccc(-c2nc3ccccc3s2)c1O | 2075 | 1561

Next section; the last 3 above are carried over.
SMILES | SRC1 TRFRET art | SRC3 TRFRET art
CCCCCCC1CCC(C(=O)N2CCOCC2)CC1 (centres undefined) | 1978 | 1817
Cc1cc(Cl)c2ccccc2n1 | 1505 | 1427
COc1cccc(-c2nc3ccccc3s2)c1O | 2075 | 1561
O=C(COc1ncnc2ccccc12)NCc1ccco1 | 1981 | 1887
Cc1ccc(CN=c2c([N+](=O)[O-])nn(-c3ccc(Cl)cc3)n2O)cc1 | 1748 | 1635
O=C(NCc1cccnc1)C(=O)Nc1nccs1 | 2000 | 1656
CNc1ccc(S(=O)(=O)NCC(=O)OCC(=O)Nc2cccc(Cl)c2Cl)cc1[N+](=O)[O-] | 2025 | 1786
CCOc1cccc(/C=N/NC(=S)Nc2cc(S(=O)(=O)N3CCOCC3)ccc2N2CCOCC2)c1O | 1643 | 1556
O=C(Cc1cccc2ccccc12)Nc1nc(-c2cccc([N+](=O)[O-])c2)cs1 | 1469 | 1477
O=c1c2ccccc2c(C=Nc2ccc(S(=O)(=O)Nc3ncccn3)cc2)c(O)n1-c1cccc(Cl)c1 | 1903 | 1638
CCNCc1cc(Cl)cc(OC)c1OC(C)C | 1573 | 1540
S=C(NCCc1ccc(Cl)cc1)Nc1ccc(Cl)cc1Cl | 1703 | 1534
c1ccc2c(c1)CCN(c1ncnc3nc[nH]c13)C2 | 1636 | 1562
Fc1ccc(CCNC(=S)Nc2ccc(F)c(Cl)c2)cc1 | 1735 | 1752
CCOC(=O)c1cc2c(N)c(C(=O)c3ccc(Br)cc3)sc2[nH]c1=O | 1765 | 1507
Cc1ccc(S(=O)(=O)N(C)C)cc1NC(=O)CCc1c[nH]c2ccccc12 | 1852 | 1486
N#Cc1c(SCC(=O)Nc2ccccc2)nsc1SCC(=O)Nc1ccccc1 | 1653 | 1446
O=C(NCCOc1ccccc1Cl)C(=O)Nc1ccccc1 | 1757 | 1445
Cc1ccc(S(=O)(=O)C2(C(=O)N3CCN(c4cc(C)ccc4C)CC3)CC2)cc1 | 2128 | 1503
Fc1ccc(/C=N/NC(=S)Nc2cccnc2)cc1 | 1953 | 1847
C=CCC(=O)N1CCCC(CNC(=O)c2ccc(-c3ccccc3)cc2)C1 (centres undefined) | 1509 | 1637
O=C(O)c1cc(-c2ccc(Cl)s2)nc2ccccc12 | 3037* | 2388*
CN(C)CCNC(NC(=O)c1cccs1)C(Cl)(Cl)Cl (centres undefined) | 1902 | 1345
CCN1CCN(c2nc(C)c3c(n2)CC(C)CC3=O)CC1 (centres undefined) | 1585 | 1361
Cc1cccc(N2CC(C(=O)Nc3nnc(SCC(=O)Nc4cc(C)on4)s3)CC2=O)c1 (centres undefined) | 1908 | 1534
COc1ccccc1OCC(=O)Nc1nonc1NC(=O)COc1ccccc1OC | 1919 | 1627
Cc1cc(C)c2c(n1)SCC(=O)N2CC(=O)NCCC1=CCCCC1 | 1917 | 1627
Clc1ccc(CNc2ccccc2NCc2ccc(Cl)nc2)cn1 | 1695 | 1461
N=c1sccn1CC(=O)Nc1ccccc1-c1ccccc1 | 1385 | 1552
CCOC(=O)C(C)n1nc(/C=C/c2ccc(OC)cc2)ccc1=O (centres undefined) | 1627 | 1474
O=C(NCCCn1ccnc1)c1cc2ccccc2o1 | 1819 | 1772
Brc1ccc(CSc2nnc(-c3ccco3)o2)cc1 | 2071 | 1763
CC(=O)c1sc(NC(=O)c2ccc(C)c(C)c2)nc1C | 1400 | 1583

Record cards, as listed above:
`CNc1ccc(S(=O)(=O)NCC(=O)OCC(=O)Nc2cccc(Cl)c2Cl)cc1[N+](=O)[O-]` is listed with SRC1 TRFRET art = 2025; SRC3 TRFRET art = 1786
`CCOC(=O)c1cc2c(N)c(C(=O)c3ccc(Br)cc3)sc2[nH]c1=O` is listed with SRC1 TRFRET art = 1765; SRC3 TRFRET art = 1507

Following part
SMILES | SRC1 TRFRET art | SRC3 TRFRET art
CN1CCN(C(=O)CN(c2ccccc2)S(=O)(=O)N(C)C)CC1 | 1925 | 1476
COCCn1c(NC(=S)NC(=O)C2CC2)cc(=O)[nH]c1=O | 1931 | 1581
Cc1cc(NC(=O)c2ccc(Cl)cc2)n(CCOC(=O)c2ccc(Cl)cc2)n1 | 1774 | 1577
Cc1ccc(C(=O)OCC(=O)N2CCC(Cc3ccccc3)CC2)cc1N | 1682 | 1365
CCOC(=O)c1cc(-c2ccc(OC)cc2)nc2c1c(C)nn2CCC(N)=S | 1801 | 1785
Cc1ccccc1OCC(=O)N/N=C/c1cn(Cc2ccccc2)c2ccccc12 | 1626 | 1531
O=S(=O)(N/N=C/c1ccc(F)cc1)c1ccccc1 | 1902 | 1433
O=C(COC(=O)CNC(=O)c1cccc([N+](=O)[O-])c1)Nc1cccc(S(=O)(=O)N2CCCC2)c1 | 1733 | 1656
